# Bioassay records as filed in PubChem BioAssay.
# NCI-60 one-dose screen, 48 h, at 10 µM unless noted. Numbers give growth in % (100 = growth as untreated, 0 = no growth, -100 = all killed).
# OVCAR-4: OVCAR-4 ovarian cancer cells | 3.7% of 80,000 active
# SK-OV-3: SK-OV-3 ovarian cancer cells | 3.2% of 80,000 active | AID 1794785
# COLO 205: COLO 205 colon cancer; AID 1794742; 7.3% of 79,000 active
# HCT-15: HCT-15 colon cancer; 5.2% of 82,000 active; AID 1794746
# SW-620: SW-620 colon cancer; 5.2% of 82,000 active; AID 1794795
# IGROV1: IGROV1 ovarian cancer; 4.7% of 79,000 active; AID 1794786
# HT29: HT29 colon cancer | 7.4% of 81,000 active
# HCT-116: HCT-116 colon cancer. 7.3% of 82,000 active
# KM12: KM12 colon cancer cells. AID 1794800. 5% of 82,000 active
# * = called active by the depositor; x = not tested or not shown. The calls were made as follows: active = growth percent below 10; inactive = the rest. Some of the compounds tested; count on the stated rates, not on these rows.
SMILES,OVCAR-4,SK-OV-3,COLO 205,HCT-15,SW-620,IGROV1,HT29,HCT-116,KM12
CC(C)C[C@@H](CN)CC(=O)O,81.7,105.2,x,87.1,99.9,86.8,99.0,101.0,100.6
CC(=O)Nc1ccc(C(=O)O)cc1,x,105.7,113.8,101.9,104.7,114.9,109.7,105.4,106.0
